Source: PubChem
BAZ2B block – blocks human BAZ2B | Potency, µM (titrated, usually from 114 µM), without a hit: at the highest dose activity change, negative = inhibition, usual class: inhibitors | 360,000 compounds, 4.4% hits | AlphaScreen BAZ2B-H3K14Ac peptide displacement | Q9UIF8; also: % is scaled to controls: 0 for no effect and ±100 for the full control effect; nearly all actives have a fitted effect of over 60% in size
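AlphaScreen displacement of biotin-H3(5-23)K14Ac peptide (50 nM final) from BAZ2B (50 nM final) in PBS pH 7.4, 0.01% Tween-20; complex preformed 30 min RT, then compounds (top 110 uM) 30 min RT, beads 20 min dark.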
POLI inh – DNA polymerase iota (human) inhibition; Q9UNA4; Pol iota fluorescent replication assay, 10 min; Potency, µM (titrated, usually from 115 µM), for inactives: at the highest dose activity, negative = inhibition, most hits filed as inhibitors; 390,000 compounds, 1% hits
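Pol iota at 10 nM preincubated 15 min with compounds at room temperature; reaction started with fluorescent substrate, 50 nM final. Fluorescence read kinetically at 0 and 10 min; buffer-only wells as negative control.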
GLS inhibitor – blocks human kidney-isoform glutaminase activity; 410,000 compounds, 0.21% hits; O94925; Potency, µM (highest dose often 45.5 µM), for the others: top-dose activity change, negative = inhibition, hits mostly inhibitors; GLS enzymatic activity, qHTS titration; also: % is scaled to controls: 0 for no effect and ±100 for the full control effect
Target sequence (O94925 whole entry, looked up, canonical isoform): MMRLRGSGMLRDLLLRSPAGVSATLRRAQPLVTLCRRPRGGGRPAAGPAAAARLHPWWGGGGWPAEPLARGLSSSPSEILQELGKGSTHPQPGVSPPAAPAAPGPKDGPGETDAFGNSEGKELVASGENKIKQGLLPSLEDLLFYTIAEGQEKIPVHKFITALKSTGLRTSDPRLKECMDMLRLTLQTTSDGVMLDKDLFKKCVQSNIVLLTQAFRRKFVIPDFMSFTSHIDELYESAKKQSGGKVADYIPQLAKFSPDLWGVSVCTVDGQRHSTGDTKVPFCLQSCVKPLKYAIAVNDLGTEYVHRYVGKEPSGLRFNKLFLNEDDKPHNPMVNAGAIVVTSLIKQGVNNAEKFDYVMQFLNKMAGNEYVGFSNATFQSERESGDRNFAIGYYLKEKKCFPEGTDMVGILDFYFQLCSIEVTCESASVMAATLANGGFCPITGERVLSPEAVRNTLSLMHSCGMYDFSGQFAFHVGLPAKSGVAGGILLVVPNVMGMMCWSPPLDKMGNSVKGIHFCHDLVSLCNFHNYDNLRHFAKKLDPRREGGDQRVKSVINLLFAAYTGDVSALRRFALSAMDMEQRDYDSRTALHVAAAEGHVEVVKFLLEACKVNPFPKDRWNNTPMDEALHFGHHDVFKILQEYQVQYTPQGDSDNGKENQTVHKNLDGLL
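Glutamate formation by hKGA was monitored fluorometrically using coupled glutamate oxidase, HRP and Amplex Red. Substrate was added as 1 mM L-glutamine solution; incubation was 30 min at RT after an initial read.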
G9a inh – blocks human histone lysine methyltransferase G9a; Potency, µM (series often up to 102 µM), inactives show at the highest dose activity, negative = inhibition, actives largely listed as inhibitors; G9a H3K9 monomethylation, AlphaScreen, 2 h; AID 504332; 350,000 compounds, 8.8% hits; also: % is scaled to controls: 0 for no effect and ±100 for the full control effect; nearly all actives have a fitted effect of over 75% in size
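Quantitative HTS format: methyltransferase activity on a biotin-tagged H3K9 peptide is measured by AlphaScreen, using a rabbit anti-monomethyl-H3K9 antibody with streptavidin donor and anti-IgG acceptor beads. Final levels are 20 nM enzyme, 500 nM peptide, 20 uM SAM; 2 h RT.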
JMJD2A Tudor – inhibitors of human JMJD2A Tudor domain. 390,000 compounds, 4.4% hits. AlphaScreen JMJD2A-Tudor / H3K4me3 peptide binding. Potency, µM (titrated, usually from 114 µM), inactives show top-dose activity change, negative = inhibition, usual class: inhibitors; also: % is scaled to controls: 0 for no effect and ±100 for the full control effect; nearly all actives have a fitted effect of over 50% in size
HP1b chromo inh – HP1-beta chromodomain-methylated histone interaction inhibition | AlphaScreen HP1-beta / biotin-H3K9me3 peptide binding | Potency, µM (top dose mostly 114 µM), for the others: at the top dose activity change, negative = inhibition, actives largely listed as inhibitors | AID 540317 | 390,000 compounds, 0.56% hits | P83916; also: nearly all actives have a fitted effect of over 70% in size; inactives centre near 23
Target sequence (P83916 whole entry, looked up): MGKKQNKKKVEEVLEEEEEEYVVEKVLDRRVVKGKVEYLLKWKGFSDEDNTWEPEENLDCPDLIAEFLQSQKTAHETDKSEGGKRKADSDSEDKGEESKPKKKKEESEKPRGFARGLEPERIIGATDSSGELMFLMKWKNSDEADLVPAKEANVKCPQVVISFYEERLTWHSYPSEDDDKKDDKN
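AlphaScreen: HP1-beta (50 nM) preformed 30 min with biotin-H3(1-18)K9me3 peptide (50 nM) in PBS pH 7.4, 0.01% Tween-20. Compound added for 30 min at RT, then streptavidin donor/nickel chelate acceptor beads (10 ug/mL) for 30 min.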
Tb PGK inh – inhibitors of T. brucei phosphoglycerate kinase. PGK/GAPDH coupled, Kinase-Glo luminescence, 60 min. Potency, µM (series often up to 57.5 µM), for inactives: at the highest dose activity change, negative = inhibition, actives largely listed as inhibitors. 380,000 compounds, 0.043% hits. AID 602233; also: % is scaled to controls: 0 for no effect and ±100 for the full control effect; nearly all actives have a fitted effect of over 60% in size
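Recombinant glycosomal PGK reaction used 1,3-bisphosphoglycerate generated in-well by GAPDH (100nM final) in 100mM TEA pH 7.6, 5mM MgCl2, 0.01% Tween-20. After 60 minutes at room temperature, ATP was read by Kinase-Glo Plus luminescence end-point.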
Pin1 inhibitor – inhibitors of human Pin1; Pin1 FP peptide displacement, HiFluor488, 10 min; Potency, µM (series often up to 115 µM), for inactives: at the top dose activity, negative = inhibition, most hits filed as inhibitors; 390,000 compounds, 0.009% hits; active = well fitted inhibition curve with a large enough effect in the polarisation, with a control signal flat, not every such curve was filed as active; inconclusive = small, poorly fitted or top-dose-only effect, or effect the other way, or a change in a side signal; inactive = no such curve, though single readings can be large or run the other way; the % refers to the polarisation; also: % is scaled to controls: 0 for no effect and ±100 for the full control effect
Target sequence (Q13526 whole entry, looked up): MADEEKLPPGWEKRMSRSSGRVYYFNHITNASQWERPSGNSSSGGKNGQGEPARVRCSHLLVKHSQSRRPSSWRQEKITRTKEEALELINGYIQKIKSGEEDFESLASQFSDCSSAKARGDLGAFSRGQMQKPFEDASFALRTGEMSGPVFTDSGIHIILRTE
BLM inh – Bloom syndrome helicase (human) inhibition; P54132; recombinant BLM DNA unwinding, fluorescence dequenching; Potency, µM (titrated, usually from 56.1 µM), for the others: at the highest dose activity change, negative = inhibition, hits mostly inhibitors; 350,000 compounds, 0.2% hits;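 also: plate controls were vehicle for no effect and no enzyme for full effect; nearly all actives have a fitted effect of over 35% in size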
An asterisk follows results filed as active; i = inactive; u = inconclusive; x = no result given; & = joins results of further samples; [ ] = dose if it differs, or a comment. Unless noted, calls follow the shape of the dose curve; as a rule, active = well fitted curve in the direction sought with a large enough effect; inconclusive = small, poorly fitted or top-dose-only effect, or another doubt; inactive = no such curve, though single readings can be large; an effect the other way counts as inactive or inconclusive. Potency is read from the fitted curve at half-maximal effect. Only part of the results is shown; the hit share may differ from the screen's.

Codes: A = BAZ2B block; B = POLI inh; C = GLS inhibitor; D = G9a inh; E = JMJD2A Tudor; F = HP1b chromo inh; G = Tb PGK inh; H = Pin1 inhibitor; I = BLM inh
1) COc1ccc(-c2[nH]nc3c2C(c2ccsc2)C(C#N)=C(N)O3)cc1 (centres undefined)
  A = -33% | B = 1% | C = 23% | D = -1% | E = -24% | F = 3% | G = -2% | H = 2% | I = -3%

2) CC(C)CCN(C)C1CCN(S(=O)(=O)c2ccc(F)cc2)CC1
  A = 12% | B = -7% | C = -10% | D = -14%[59 µM] | E = -8% | F = 39% | G = i | H = -13% | I = 4%

3) O=C(CN1CCN(Cc2ccc3c(c2)OCO3)CC1)c1c[nH]c2ccccc12
  A = -24% | B = 3% | C = -9% | D = u | E = -6%[11.4 µM] | F = 48%[activator] | G = 1% | H = -10% | I = 2%

4) COc1ccc(CCNS(=O)(=O)c2cccc(C(=O)O)c2)cc1OC
  A = -11% | B = 8% | C = u | D = -26% | E = -33%[11.4 µM] | F = u | G = -2% | H = u | I = -1%

5) Cc1ccc([N+](=O)[O-])cc1NC(=O)c1ccc2c(c1)OCO2
  A = -15% | B = 43%[activator] | C = 3% | D = -3% | E = -6% | F = 40%[activator] | G = 3% | H = -4% | I = 1%

6) Cc1nc2sc3c(c2c(=O)o1)CC(C)(C)OC3
  A = 7% | B = -2% | C = -2% | D = 3%[12.7 µM] | E = 2% | F = 24% | G = -7% | H = 1% | I = -6%

7) Cc1cc(Cl)ccc1OCC(=O)NCCC(=O)O
  A = -3% | B = -12% | C = 3% | D = -12% | E = -13% | F = 8% | G = -9% | H = 0% | I = -1%

8) CSCC(C)N1CCC(CCC(=O)NC2CC2)CC1 (centres undefined)
  A = -9% | B = 13% | C = 4% | D = -5% | E = -16% | F = 24% | G = i | H = -2% | I = 0%

9) COc1ccc(S(=O)(=O)N2CCOCC2)cc1NC(=O)COc1ncnc2ccccc12
  A = 10% | B = 4% | C = 10% | D = 5%[59 µM] | E = -28% | F = 5% | G = 0% | H = 3% | I = 0%

10) CC(=O)Nc1ccc(C(=O)N/N=C/c2ccccc2OC(=O)c2ccc(Cl)cc2)cc1
  A = 3%[57.1 µM] | B = -2% | C = -12% | D = 16% | E = -30% | F = 20% | G = -11% | H = 6% | I = -3%

11) COc1cc(NC(=O)CSCC(=O)N(C)C2CCCCC2)cc(OC)c1
  A = 11% | B = -1% | C = -5% | D = 8%[12.7 µM] | E = -6% | F = 41%[activator] | G = -9% | H = 0% | I = x

12) CCn1c(CNC(=O)c2ccco2)nnc1SCC(=O)Nc1ccc(Br)cc1F
  A = 10% | B = 8% | C = -1% | D = -12%[59 µM] | E = -28% | F = 5% | G = -12% | H = 1% | I = 3%

13) O=[N+]([O-])c1ccccc1N=Nc1ccc(O)cc1O
  A = x | B = u | C = -18% | D = x | E = 56µM* | F = u | G = -14% | H = u | I = x

14) COC(=O)c1ccc(C2N=C(c3cccs3)CC(c3ccccc3O)N2)cc1 (centres undefined)
  A = -6% | B = u | C = -14% | D = 45µM* | E = -27% | F = 15% | G = 0% | H = -1% | I = -10%

15) Nn1c(SCC(=O)NC2CCCc3ccccc32)nnc1C1CC1 (centres undefined)
  A = x | B = u | C = -4% | D = x | E = -29% | F = 28% | G = -4% | H = -5% | I = x

Part of the list above, with the structure last:
item	BAZ2B block	POLI inh	GLS inhibitor	G9a inh	JMJD2A Tudor	HP1b chromo inh	Tb PGK inh	Pin1 inhibitor	BLM inh	SMILES
6	7%	-2%	-2%	3%[12.7 µM]	2%	24%	-7%	1%	-6%	Cc1nc2sc3c(c2c(=O)o1)CC(C)(C)OC3
7	-3%	-12%	3%	-12%	-13%	8%	-9%	0%	-1%	Cc1cc(Cl)ccc1OCC(=O)NCCC(=O)O
8	-9%	13%	4%	-5%	-16%	24%	i	-2%	0%	CSCC(C)N1CCC(CCC(=O)NC2CC2)CC1 (centres undefined)
9	10%	4%	10%	5%[59 µM]	-28%	5%	0%	3%	0%	COc1ccc(S(=O)(=O)N2CCOCC2)cc1NC(=O)COc1ncnc2ccccc12
10	3%[57.1 µM]	-2%	-12%	16%	-30%	20%	-11%	6%	-3%	CC(=O)Nc1ccc(C(=O)N/N=C/c2ccccc2OC(=O)c2ccc(Cl)cc2)cc1

Next compounds
Codes: A = BAZ2B block; B = POLI inh; C = GLS inhibitor; D = G9a inh; E = JMJD2A Tudor; F = HP1b chromo inh; G = Tb PGK inh; H = Pin1 inhibitor; I = BLM inh
16) COc1ccc(NC(=O)C(NC(C)=O)C(=O)NCc2ccc(F)cc2)cc1 (centres undefined)
  A = -6% | B = 15% | C = 18% | D = -7%[59 µM] | E = -4% | F = 16% | G = 5% | H = -1% | I = -1%

17) CCOC(=O)c1c(N)sc2c1CCC(C)C2 (centres undefined)
  A = u | B = -1% | C = 2% | D = u | E = -22% | F = -9% | G = -2% | H = 0% | I = -3%

18) O=c1[nH]ccc2c([N+](=O)[O-])cccc12
  A = -17% | B = 25% | C = -3% | D = -33% | E = -1% | F = 33% | G = -5% | H = -13% | I = -8%

19) CCCN1CCN(CCNC(=O)Nc2cc(C)ccc2C)CC1
  A = 2% | B = u | C = 3% | D = -9% | E = 1% | F = 18% | G = x | H = -3% | I = 5%

20) CN1CCN(CCCNC(=O)Cn2c(-c3cccs3)cc3ccccc32)CC1
  A = -12% | B = 24% | C = -17% | D = -12%[59 µM] | E = -25% | F = 14% | G = -5% | H = -4% | I = -4%

21) Cc1cccc(C2=NN(c3ccc(Br)cc3)[C@@H](C(=O)N3CCOC3=O)[C@@H]2c2ccc(F)cc2)c1
  A = 5% | B = 19% | C = -4% | D = 135%[activator][59 µM] | E = 54%[activator] | F = 140%[activator] | G = i | H = 7% | I = -10%&-9%

22) CC1(C)Oc2cc3oc(=O)ccc3cc2C[C@@H]1O
  A = x | B = 10% | C = -9% | D = x | E = 3% | F = 32% | G = -1% | H = 5% | I = x

23) O=C(CSc1ncccn1)Nc1ncc(C(F)(F)F)cc1Cl
  A = -16% | B = 6% | C = 1% | D = 20µM* | E = 5% | F = 40%[activator] | G = -1% | H = -6% | I = -2%

24) Cc1ccc(Nc2ccc3cc(S(=O)(=O)N4CCCCC4)ccc3n2)cc1F
  A = 34% | B = 27% | C = 4% | D = 1%[59 µM] | E = 49%[activator] | F = 94%[activator] | G = -1% | H = 3% | I = -12%

25) Cc1cc(-n2nc(C)cc2C)nc(NS(=O)(=O)c2ccccc2Cl)n1
  A = -13% | B = 9% | C = -6% | D = u | E = u | F = 18% | G = -9% | H = u | I = -7%

26) O=C(NCc1ccccn1)c1c(-c2ccccc2)sc2ccccc12
  A = x | B = u | C = 2% | D = x | E = -27% | F = 26% | G = i | H = -5% | I = x

27) CC(CN1CCCCCC1)C(=O)NN (centres undefined)
  A = -37% | B = 41%[activator] | C = -3% | D = u | E = -2% | F = 35% | G = i | H = -2% | I = -2%

28) CCOC(=O)C1CCCN(C(=O)Nc2c(-c3ccccc3)noc2C)C1 (centres undefined)
  A = -9% | B = -16%[58.9 µM] | C = -5% | D = 0% | E = -5% | F = 9% | G = -2% | H = -9% | I = 1%

29) Cc1ccc(-c2c(C(=O)NNC(=S)NCC3CCCO3)csc2C)cc1 (centres undefined)
  A = -6% | B = 51%[activator] | C = 9% | D = -27% | E = -5% | F = 43%[activator] | G = 10% | H = -1% | I = 1%

30) COc1cc(S(=O)(=O)Nc2cccc(C)c2)ccc1NC(=O)c1ccncc1
  A = -3% | B = 15% | C = 9% | D = 40%[59 µM] | E = -12% | F = 8% | G = -6% | H = 2% | I = 5%

The results go on:
Codes: A = BAZ2B block; B = POLI inh; C = GLS inhibitor; D = G9a inh; E = JMJD2A Tudor; F = HP1b chromo inh; G = Tb PGK inh; H = Pin1 inhibitor; I = BLM inh
31) Cc1c(Cl)cccc1-n1ncc(C(=O)N2CCN(C)CC2)c1C1CCN(C(=O)OC(C)(C)C)CC1
  A = 5%[57.1 µM] | B = 11% | C = -3% | D = -2%[59 µM] | E = 1% | F = 74%[activator] | G = -5% | H = 3% | I = 3%

32) CCOCCCNC(=O)c1cc(Sc2ccc(C)cc2)nc2ccccc12
  A = 5% | B = 132%[activator] | C = 6% | D = -2%[59 µM] | E = -1% | F = 40%[activator] | G = 4% | H = -1% | I = -2%

33) CC(NC(=O)c1ccc2nc[nH]c2c1)c1ccccc1 (centres undefined)
  A = -18% | B = 57%[activator] | C = 0% | D = x | E = 7% | F = 24% | G = 4% | H = 0% | I = 3%

34) Cc1ccc(C(=O)N2CC(C)SC2=Nc2cccc(S(=O)(=O)N(C)C)c2)cc1 (centres undefined)
  A = -3% | B = 107%[activator] | C = -4% | D = -2% | E = -15% | F = 9% | G = -1% | H = -6% | I = -4%

35) O=C(Nc1cccc2ccccc12)NC1CCCCC1O (centres undefined)
  A = 32%[activator] | B = 34% | C = 15% | D = -1%[2.33 µM] | E = -6% | F = 59%[activator] | G = -7% | H = -2% | I = x

36) COCCn1c(C)cc(/C=C2/NC(=O)N(c3cccc(Cl)c3)C2=O)c1C
  A = -37% | B = 25% | C = -15% | D = 50µM* | E = -24% | F = 8% | G = i | H = 25% | I = -2%

2 entries drawn at random from those above:
Codes: A = BAZ2B block; B = POLI inh; C = GLS inhibitor; D = G9a inh; E = JMJD2A Tudor; F = HP1b chromo inh; G = Tb PGK inh; H = Pin1 inhibitor; I = BLM inh
1) COc1ccc(-c2[nH]nc3c2C(c2ccsc2)C(C#N)=C(N)O3)cc1 (centres undefined)
  A = -33% | B = 1% | C = 23% | D = -1% | E = -24% | F = 3% | G = -2% | H = 2% | I = -3%

23) O=C(CSc1ncccn1)Nc1ncc(C(F)(F)F)cc1Cl
  A = -16% | B = 6% | C = 1% | D = 20µM* | E = 5% | F = 40%[activator] | G = -1% | H = -6% | I = -2%
